Compound activity (PubChem BioAssay)
CatL inh: inhibitors of human cathepsin L | inhibition, %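 (tested at 10 µM)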 | AID 460 | purified cathepsin L, fluorogenic substrate, fluorescence | 58,000 compounds, 0.17% hits; in the data active = inhibition above about 45%;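 note: 0% = enzyme with no compound and 100% = no enzyme blank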
CatS inh: human cathepsin S inhibition; recombinant cathepsin S, AMC dipeptide fluorescence, pooled mixtures; inhibition, %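 (tested at 5 µM per compound within 10-compound mixtures)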; 62,000 compounds, 0.06% hits; in the data active = inhibition above about 32%, passing the limit was not always enough; inconclusive = no clear call, values can overlap the other calls;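 note: 0% = enzyme without compound and 100% = blank without enzyme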
HER2 expr 66K: Her2 kinase expression inhibition | P04626 | SKBR-3 HER2 protein level, AlphaScreen, 18-24 h; active compounds read low | HER2 level % of control, % at 10 µM | 65,000 compounds, 0.69% hits;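 active = HER2 level under 5% of the carrier-only control; inconclusive = no clear call, values can overlap the other calls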;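 note: 100% = DMSO carrier and 0% = 500 nM PU-H71 HSP90 inhibitor; lower value means stronger loss of Her2 protein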
Target sequence (P04626 whole entry, looked up): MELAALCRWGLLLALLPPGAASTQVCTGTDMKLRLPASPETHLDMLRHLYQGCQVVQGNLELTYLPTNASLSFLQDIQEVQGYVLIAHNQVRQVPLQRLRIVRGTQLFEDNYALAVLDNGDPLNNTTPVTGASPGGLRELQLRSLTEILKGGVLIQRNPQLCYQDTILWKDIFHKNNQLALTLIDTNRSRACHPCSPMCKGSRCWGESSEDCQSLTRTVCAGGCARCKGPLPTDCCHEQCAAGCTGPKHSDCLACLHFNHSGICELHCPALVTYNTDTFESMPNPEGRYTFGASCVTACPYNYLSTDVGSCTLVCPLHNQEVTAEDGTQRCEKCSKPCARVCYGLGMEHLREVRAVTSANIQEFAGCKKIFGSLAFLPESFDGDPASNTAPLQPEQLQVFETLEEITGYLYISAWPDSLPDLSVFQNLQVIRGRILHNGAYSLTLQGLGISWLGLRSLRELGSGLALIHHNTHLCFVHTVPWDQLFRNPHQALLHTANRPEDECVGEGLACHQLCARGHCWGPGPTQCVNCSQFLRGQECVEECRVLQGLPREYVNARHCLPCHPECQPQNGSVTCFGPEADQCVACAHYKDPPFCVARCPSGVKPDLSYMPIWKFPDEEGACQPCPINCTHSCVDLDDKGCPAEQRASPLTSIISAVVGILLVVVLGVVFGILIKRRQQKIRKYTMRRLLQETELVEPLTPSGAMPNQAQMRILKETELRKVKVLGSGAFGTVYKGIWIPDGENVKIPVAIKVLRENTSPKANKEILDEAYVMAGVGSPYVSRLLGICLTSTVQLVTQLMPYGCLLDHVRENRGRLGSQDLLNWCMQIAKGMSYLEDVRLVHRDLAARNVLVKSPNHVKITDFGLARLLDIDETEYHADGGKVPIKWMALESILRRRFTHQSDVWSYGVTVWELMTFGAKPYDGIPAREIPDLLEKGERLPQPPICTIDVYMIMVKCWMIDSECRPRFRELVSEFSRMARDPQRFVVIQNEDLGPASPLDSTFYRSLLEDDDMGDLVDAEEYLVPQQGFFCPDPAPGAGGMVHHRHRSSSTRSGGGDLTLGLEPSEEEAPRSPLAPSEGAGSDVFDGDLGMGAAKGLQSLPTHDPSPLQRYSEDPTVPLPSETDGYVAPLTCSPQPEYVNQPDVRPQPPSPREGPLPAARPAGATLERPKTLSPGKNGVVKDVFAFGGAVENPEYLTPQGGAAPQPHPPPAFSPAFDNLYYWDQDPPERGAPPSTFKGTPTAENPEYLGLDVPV
CatB block: blocks human cathepsin B protease activity | AID 453 | purified cathepsin B, fluorogenic substrate, fluorescence | 63,000 compounds, 0.1% hits | inhibition, %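 (tested at 10 µM)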 | P07858; in the data active = inhibition above about 21%;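 note: 0% = enzyme with no compound and 100% = no enzyme blank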
C1s block: human complement C1s inhibition | P09871 | purified C1s, fluorogenic AMC substrate, pooled mixtures | mean inhibition % of two 10-compound mixtures (active compounds read high), % at 5 µM (by protocol) | 62,000 compounds, 0.16% hits;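 active = inhibition above 20% in each of the two 10-compound mixture wells holding the compound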;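 note: 0% = enzyme wells lacking compound mixture and 100% = no-enzyme blank wells; some compounds called inactive have numbers as strong as hits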
Cathepsin G inh: inhibitors of human cathepsin G. inhibition, % at 5 µM (by protocol). purified enzyme, AMC-tetrapeptide fluorescence, pooled mixtures. AID 581. 62,000 compounds, 0.2% hits. P08311;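 active = inhibition above 20% in each of the two mixture wells holding the compound; inactive = inhibition of 20% or less in either well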;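 note: 0% = enzyme control without mixture and 100% = blank lacking enzyme; strong numbers were not always called active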
ROCK2 blocker: blocks human Rho kinase 2 activity. purified ROCK2, Kinase-Glo ATP depletion luminescence. inhibition, % at 6 µM. 60,000 compounds, 0.35% hits. AID 604;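 active = inhibition above the screen-wide mean inhibition plus 3 SD, cut at about 18% in these data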;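 note: plate controls were DMSO wells for no effect and Y-27632 control wells after no-enzyme background subtraction for full effect; many of its hits are not listed in these tables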
CatB mix inh: inhibitors of human cathepsin B in compound mixtures; P07858; Purified cathepsin B, AMC dipeptide fluorescence; inhibition, %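 (ten-compound pools at 5 µM per compound and 50 µM total)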; 62,000 compounds, 0.06% hits; in the data active = inhibition above about 22%, passing the limit was not always enough; inconclusive = no clear call, values can overlap the other calls;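 note: 0% = enzyme without compound and 100% = no enzyme blank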
PKA kinase inh: PKA (human) kinase inhibition | P17612 | PKA Kemptide phosphorylation, Kinase-Glo ATP luminescence | inhibition, % at 6 µM | 65,000 compounds, 0.1% hits | AID 524;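 active = inhibition above the screen-wide mean inhibition plus 3 SD, cut at about 21% in these data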; note: many of its hits are not listed in these tables
Active calls of the source: *; ? = inconclusive; nt = not tested or not shown. These rows are one share of the data, so the mix of outcomes need not match the whole.

Every second line gives: CatL inh | CatS inh | HER2 expr 66K | CatB block | C1s block | Cathepsin G inh | ROCK2 blocker | CatB mix inh | PKA kinase inh
[1] O=C(Nc1ccc(NC(=O)c2ccco2)cc1)c1cnccn1
→ 3 | -3 | 89 | -2 | -17 | -4 | -1 | 5 | 1
[2] CC(=Nc1ccc(C)c(C)c1)C1=C(O)CSC1=O
→ -1 | -1 | 108 | 1 | -41 | 5 | 4 | 1 | 7
[3] COc1ccc(OCc2cccc(C(=O)O)c2)cc1
→ 5 | -3 | 104 | 7 | 13 | -2 | -19 | 3 | 2
[4] Nc1nnc(Cc2c[nH]c3ccccc23)s1
→ 22 | 7 | 68 | -1 | 6 | 1 | 1 | 20 | 1
[5] COc1ccc2nc3sc(C(=O)NCc4cccs4)c(N)c3cc2c1
→ -1 | 7 | 97 | -1 | 20 | 16 | 14 | 11 | 14
[6] CCn1cc(C(=O)NCC2CCCO2)c(=O)c2cc(S(=O)(=O)N3CCCCC3)ccc21 (stereo not given)
→ 0 | -2 | 108 | 2 | -24 | -11 | 2 | -1 | 4
[7] CCOC(=O)N1CCC(Nc2c(N3CCN(c4cccc(C(F)(F)F)c4)CC3)c(=O)c2=O)CC1
→ -5 | -2 | 82 | 4 | 2 | 11 | -2 | 5 | -1
[8] Cc1cccc2sc(NC(=O)CN(C)S(=O)(=O)c3cccs3)nc12
→ 0 | 10 | 90 | 7 | 2 | -7 | nt | 4 | -3
[9] COc1cccc(N2CCN(CC(=O)Nc3nc4c(s3)CC(C)CC4)CC2)c1 (stereo not given)
→ -1 | -9 | 98 | -2 | -52 | 1 | 4 | -3 | 10
[10] Cc1cc(Oc2ccc(=O)n(C)n2)nc(Oc2ccc(=O)[nH]n2)n1
→ 9 | -8 | 79 | 0 | 10 | 8 | 6 | -1 | 6
[11] Nc1cc(Cl)c(N)cc1Cl
→ 18 | -1 | 131 | 4 | -2 | 8 | 3 | -2 | -1
[12] CCOC(=O)CC(Nc1nc(N2CCOCC2)nc(N2CCOCC2)n1)c1ccccc1Cl (stereo not given)
→ 8 | 14 | 71 | 5 | 4 | 9 | -3 | 6 | -1
[13] CCC(c1nnnn1CCc1ccccc1)N(Cc1ccco1)Cc1cc2cccc(C)c2[nH]c1=O (stereo not given)
→ 15 | -3 | 76 | 5 | 10 | 13 | 2 | 3 | -1
[14] O=C(CCCCn1c(=O)c2ccccc2n(CC(=O)Nc2cccc(F)c2)c1=O)NCc1ccco1
→ -5 | 4 | 75 | -1 | 17 | 11 | -1 | 6 | 5
[15] CC1Oc2ccccc2N(Cc2ccccc2Cl)C1=O (stereo not given)
→ 5 | -9 | 96 | -3 | 12 | 7 | 5 | 0 | 13
[16] O=C(CCCCC(=O)NCc1cccs1)NCc1cccs1
→ 0 | 4 | 133 | 5 | -29 | -7 | 5 | 2 | 2
[17] COc1nc(-c2ccc(Cl)cc2)ccc1-c1noc(-c2ccco2)n1
→ 8 | 7 | 59 | 5 | 4 | 28 | nt | 0 | -3
[18] CCC(C)[C@H](NC(=O)NCc1cccc(OC)c1)C(=O)OC (stereo not given in full)
→ -3 | 15 | 93 | -1 | -4 | 4 | -6 | -2 | -9
[19] CC(=O)Nc1sc(NC(=O)c2ccccc2)nc1-c1cccs1
→ nt | -3 | 111 | 4 | 9 | 8 | nt | 2 | 10
[20] COc1ccc(N/C(=N\c2nc(C)cc(C)n2)NC(=O)C(C)C)cc1OC
→ 13 | nt | 70 | 6 | nt | nt | -2 | nt | 3
[21] COc1ccc(Cn2c(=O)[nH]c3cc(C(=O)N4CCN(Cc5ccccc5)CC4)ccc3c2=O)cc1
→ -6 | -1 | 98 | 3 | 3 | 6 | nt | 0 | -2
[22] Cc1csc(-c2cnn(-c3ccccc3)c2NC(=O)c2ccccc2)n1
→ -4 | 0 | 98 | 3 | 13 | 14 | 0 | 3 | 1
[23] CC(C)(C)n1nnnc1CN1CCN(C2CCCC2)CC1
→ 19 | -2 | 90 | 1 | 11 | 8 | -5 | 2 | -10
[24] C/C(=C\C(=O)Nc1nccs1)c1ccccc1
→ 2 | 6 | 72 | -2 | -22 | -13 | -2 | 2 | 3
[25] CC1CN(S(=O)(=O)c2ccc(NC(=O)c3cc(-c4ccccc4O)n[nH]3)cc2)CC(C)O1 (stereo not given)
→ -4 | 3 | 18 | 0 | 7 | 6 | 5 | 2 | 4
[26] CCn1c(SCC(=O)Nc2nonc2C)nnc1-c1ccoc1C
→ -4 | 4 | 83 | 2 | 1 | 0 | -2 | -3 | -6
[27] O=C(OCC(=O)N1CCOCC1)c1ccccc1SCC(=O)N1CCCC1
→ 8 | -3 | 90 | 0 | -13 | -10 | 2 | -4 | 10
[28] Cc1cccc(NC(=O)C2CCN(S(=O)(=O)c3c(C)nn(C)c3C)CC2)n1
→ nt | -12 | 108 | -2 | 1 | -1 | -3 | -2 | -9
[29] Cc1ccc2[nH]c3c(c2c1)CN(C(=O)CN1CCN(Cc2ccc4c(c2)OCO4)CC1)CC3
→ 7 | 19 | 104 | 8 | 13 | 12 | 12 | 9 | 3
[30] O=c1[nH]c2cc3c(cc2cc1CN(CCCO)Cc1nnnn1Cc1ccc(F)cc1)OCO3
→ -31 | -4 | 87 | 5 | 10 | 10 | 4 | 3 | 4
[31] CS(=O)(=O)N(CC(=O)N1CCN(Cc2ccccc2)CC1)C1CCCCC1
→ 7 | -4 | 114 | 2 | -2 | -2 | 7 | 0 | 7
[32] O=C(c1cn(-c2ccccc2)nc1-c1ccccc1)N1CCOCC1
→ 24 | 14 | 90 | 8 | -12 | -5 | 9 | 3 | 10
[33] O=C(CCSc1nccn1Cc1ccccc1)N1CCOCC1
→ 11 | 17 | 83 | 4 | 18 | 22* | 6 | 6 | 7
[34] O=C(O)COc1ccccc1Cc1ccccc1
→ 9 | 6 | 98 | 7 | -17 | -3 | 3 | 1 | 4
[35] CCC12CN3CC(CC)(CN(C1)C3c1ccc(OC(C)C)cc1)C2=O (stereo not given)
→ -2 | -1 | 89 | 1 | 17 | 11 | 8 | 6 | 6
[36] COC(=O)C(NC(C)=O)(Nc1ccc(Br)cc1)C(=O)OC
→ -4 | nt | 105 | 0 | nt | nt | 10 | nt | 3
[37] c1ccc(-c2noc(CSc3nnnn3-c3ccccc3)n2)cc1
→ -1 | -4 | 78 | 1 | -46 | -10 | -1 | -3 | 7
[38] Cn1c(=O)oc2cc(S(=O)(=O)NC(Cc3ccccc3)C(=O)N3CCCCC3)ccc21 (stereo not given)
→ nt | -3 | 91 | -1 | -17 | 22 | 1 | 3 | 8
[39] Cc1cc(C)cc(OCC(=O)Nc2cccc(-c3nnc(-c4ccco4)o3)c2)c1
→ 11 | 8 | 95 | 3 | -21 | 5 | 3 | 2 | 0
[40] Cc1nn(Cc2ccc(Cl)c(Cl)c2)c(C)c1NC(=O)c1noc2c1CCCCC2
→ 32 | 2 | 96 | 2 | -56 | 0 | 5 | 0 | 3
[41] Cc1nnc(SCCC(=O)Nc2nc(-c3ccccc3)ns2)s1
→ nt | 2 | 101 | -3 | 1 | -2 | nt | 12 | 9
[42] COc1ccc(-c2nnn(CC(=O)NC3CCCc4ccccc43)n2)cc1OC (stereo not given)
→ -6 | -1 | 69 | 4 | 8 | 8 | nt | 3 | 4
[43] Cn1c(C(=O)OCC(=O)NCCc2ccccc2)cc2sccc21
→ nt | 11 | 112 | -1 | -11 | 12 | 5 | -2 | 9
[44] C=CCOc1nc(N2CCCC2)nc(N2CCCC2)n1
→ -4 | 28 | 102 | -3 | 13 | 10 | -3 | 16 | -4
[45] O=c1[nH]c2cc3c(cc2cc1C(c1nnnn1Cc1ccccc1)N1CCCc2ccccc21)OCO3 (stereo not given)
→ -3 | 1 | 93 | -2 | 6 | 4 | 8 | 0 | 14
[46] CCCN1CCC(NC(=O)Nc2ccc(OC)c(OC)c2)CC1
→ -6 | -6 | 259 | 3 | 6 | 11 | 8 | 5 | 6
[47] c1cncc(-c2nnc3sc(C4CCCCC4)nn23)c1
→ 12 | nt | 95 | 7 | nt | nt | -6 | nt | 2
[48] CCOC(=O)c1c(NC(=O)c2nn(CC)cc2Br)c(C#N)nn1-c1ccccc1
→ -3 | 0 | 70 | 1 | 7 | 9 | -2 | 7 | -2
[49] CN(CC(=O)N1CCN(c2ccccn2)CC1)S(=O)(=O)c1ccc2ccccc2c1
→ 14 | 33 | 155 | 10 | 6 | -19 | 4 | 5 | -2
[50] O=C(CCC(=O)c1cccs1)OCc1nc2ccccc2s1
→ 10 | 7 | 93 | 6 | 14 | 8 | -5 | 4 | -3

Other entries.
Every second line gives: CatL inh | CatS inh | HER2 expr 66K | CatB block | C1s block | Cathepsin G inh | ROCK2 blocker | CatB mix inh | PKA kinase inh
[51] O=C(CCNS(=O)(=O)c1cccc2nonc12)NCCc1ccc(Cl)cc1
→ -10 | -3 | 90 | 2 | 10 | 8 | nt | 2 | -3
[52] COc1ccc2c(c1)[nH]c1c(=O)n(CC3CCCO3)cnc12 (stereo not given)
→ -3 | 8 | 113 | 5 | -28 | 0 | 7 | 4 | 6
[53] COc1cc(OC)c(NC(=O)CCc2nc(-c3cccs3)no2)cc1Cl
→ nt | -6 | 51 | -1 | -17 | -9 | nt | 4 | -6
[54] CCCOc1ccc(N2CC(C(=O)Nc3ncccc3C)CC2=O)cc1 (stereo not given)
→ 11 | -3 | 98 | -2 | -3 | -5 | 0 | 1 | 7
[55] O=C(CCS(=O)(=O)c1cccc2nonc12)N1CCCc2ccccc21
→ 0 | -5 | 131 | 0 | 9 | 10 | nt | 3 | 1
[56] CC(=O)Nc1ccc2nc(-c3cccnc3)[nH]c2c1
→ -1 | ? | 74 | 6 | -14 | -4 | nt | 3 | 4
[57] COc1ccc(/C(O)=C2\C(=O)C(=O)N(CCN(C)C)C2c2cccc(OC)c2OC)cc1Cl (stereo not given)
→ 1 | nt | 117 | 3 | nt | nt | 0 | nt | 2
[58] N#CC1=C(N)SC(N)=C(C#N)C1c1ccc(C(F)(F)F)cc1
→ 2 | 7 | 100 | 1 | -33 | -16 | -9 | -3 | -6
[59] Cc1ccc(S(=O)(=O)NCC(=O)OC2CCOC2=O)cc1 (stereo not given)
→ 0 | -6 | 42 | 4 | -78 | 0 | 6 | 0 | 5
[60] CCc1cccc(Nc2cc(C)nc3ncnn23)c1
→ 21 | 5 | 102 | 1 | -3 | -1 | 6 | -1 | 6
[61] O=C(C1CCN(CC2CCCCC2)CC1)N1CCCC1
→ 7 | -3 | 86 | 5 | 12 | 7 | 3 | 1 | 13
[62] CCOC(=O)c1cnc2c(C)cccc2c1NCc1ccco1
→ 8 | -4 | 117 | 2 | 14 | 39 | nt | 1 | nt
[63] Cc1ccc(P(=Nc2ccccc2)(N2CCOCC2)N2CCOCC2)o1
→ 0 | -2 | 91 | 1 | -3 | -1 | -4 | -1 | -2
[64] O=C1c2cccnc2C(=O)N1Cc1ccccc1
→ nt | 3 | 86 | 3 | 4 | -1 | -6 | 2 | -1
[65] O=C(CCn1nnc(-c2cccs2)n1)NCc1ccccc1Cl
→ 7 | 7 | 84 | -5 | 1 | 0 | 3 | 4 | 3
[66] Cc1cc(C(=O)N2CCN(CCc3ccccc3)CC2)no1
→ 2 | -2 | 85 | 9 | 9 | 6 | 2 | 3 | 6
[67] CCC(=O)Nc1ccc(NC(=O)C23CC4CC(CC(C4)C2)C3)cn1
→ nt | 5 | 95 | 3 | -10 | 10 | 2 | 0 | 9
[68] COC(=O)C1C(=O)C=C(N2CCOCC2)CC1(C)C (stereo not given)
→ nt | -11 | 89 | 4 | 13 | 9 | 8 | -4 | 12
[69] Cc1ccc2c(c1)CCCN2C(=O)c1cccs1
→ 3 | 0 | 66 | 1 | -5 | -3 | -5 | 0 | -1
[70] Cc1cc(C(=O)CSc2nnnn2-c2ccc(Cl)cc2)c(C)n1CC1CCCO1 (stereo not given)
→ 13 | 13 | 44 | 8 | 11 | 12 | 7 | 0 | 6
[71] CCCCC(=O)Nc1ccc(Cl)cn1
→ -6 | -3 | 83 | 3 | 33 | -15 | -1 | 2 | 5
